PAFAH1B3 FP inh = blocks human PAF acetylhydrolase 1B catalytic subunit 3. recombinant PAFAH1B3, FP-rhodamine probe, fluorescence polarization. actives 0.28% (n = 340,000). Q15102. inhibition, % at 3.39 µM;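 active = inhibition above the screen-wide average of all tested compounds plus 3 SD, cut at about 25% in these data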;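 also: 0% = enzyme with DMSO only and 100% = wells lacking PAFAH1B3 protein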
PAD4 inh = inhibitors of human PAD4 | recombinant PAD4, RCA probe fluorescence polarization | inhibition, % at 6.36 µM | AID 485272 | actives 0.41% (n = 330,000);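 active = percent inhibition above a cutoff equal to the mean of all tested compounds plus 3 SD, cut at about 15% in these data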;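 also: 0% = PAD4 with RCA probe and DMSO and 100% = probe without PAD4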
Target sequence (Q9UM07 whole entry, looked up): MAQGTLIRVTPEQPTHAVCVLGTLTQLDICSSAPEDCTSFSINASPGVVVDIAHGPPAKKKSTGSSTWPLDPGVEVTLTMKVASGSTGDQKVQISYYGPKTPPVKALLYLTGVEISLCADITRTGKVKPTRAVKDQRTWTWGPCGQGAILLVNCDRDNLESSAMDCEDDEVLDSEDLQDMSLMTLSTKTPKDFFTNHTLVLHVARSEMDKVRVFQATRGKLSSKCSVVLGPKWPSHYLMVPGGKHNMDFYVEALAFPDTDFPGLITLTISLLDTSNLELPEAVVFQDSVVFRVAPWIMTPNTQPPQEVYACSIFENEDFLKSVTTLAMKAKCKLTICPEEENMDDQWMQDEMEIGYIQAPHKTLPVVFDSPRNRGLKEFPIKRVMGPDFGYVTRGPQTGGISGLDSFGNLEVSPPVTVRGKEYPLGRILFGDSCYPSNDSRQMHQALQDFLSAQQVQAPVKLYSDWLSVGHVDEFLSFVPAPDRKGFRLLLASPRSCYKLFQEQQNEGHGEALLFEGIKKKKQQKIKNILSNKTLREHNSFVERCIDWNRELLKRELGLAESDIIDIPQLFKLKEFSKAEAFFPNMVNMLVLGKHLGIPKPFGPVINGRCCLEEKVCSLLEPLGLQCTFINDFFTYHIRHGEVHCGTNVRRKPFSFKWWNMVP
GSTO1 inh = GSTO1 inhibition, counter-screen for RBBP9 inhibitors; P78417; recombinant GSTO1, activity-based probe fluorescence polarization; inhibition, % at 5.96 µM; actives 1.1% (n = 300,000);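 active = inhibition above the campaign mean inhibition plus 3 SD, cut at about 35% in these data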;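 also: 0% = GSTO1-1 with DMSO and 100% = wells lacking GSTO1-1 enzyme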
pPAFAH inh = inhibitors of human plasma PAF acetylhydrolase (pPAFAH); recombinant pPAFAH, FP-rhodamine probe fluorescence polarization; inhibition, % at 3.39 µM; actives 1.5% (n = 330,000);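 active = inhibition above the mean inhibition across the screen plus 3 SD, cut at about 25% in these data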;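 also: inhibitors block binding of the rhodamine activity-based probe so polarization drops; 0% = enzyme with DMSO and 100% = wells lacking pPAFAH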
LYPLA1 counter = LYPLA1 (human) inhibition in PME1 counter-screen; O75608; recombinant LYPLA1, FP-Rh probe fluorescence polarization; AID 2174; actives 0.16% (n = 320,000); inhibition, % at 5.9 µM;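 active = inhibition above the mean of all tested compounds plus 3 SD, set per campaign, cut at about 14% in these data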;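 also: inhibitors block serine hydrolase probe labeling of LYPLA1 so polarization falls; 0% = enzyme with DMSO and 100% = wells lacking LYPLA1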
PAFAH1B2 FP inh = inhibitors of human PAFAH1B2 | P68402 | recombinant PAFAH1B2, FP-rhodamine activity probe, fluorescence polarization | inhibition, % at 3.39 µM | actives 1.2% (n = 340,000);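 active = inhibition above the mean of all tested compounds plus 3 SD, cut at about 24% in these data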;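 also: 0% = enzyme with DMSO and 100% = wells lacking PAFAH1B2; many of its hits are not listed in these tables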
PAFAH2 FP inh = inhibitors of human PAFAH2; Q99487; recombinant PAFAH2, FP-rhodamine activity probe, fluorescence polarization; inhibition, % at 3.39 µM; actives 0.99% (n = 340,000);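 active = inhibition above the mean over all tested compounds plus 3 SD, cut at about 30% in these data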;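 also: inhibitors block probe labeling of enzyme so polarization drops; 0% = enzyme with DMSO and 100% = wells lacking PAFAH2 protein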
PME-1 primary = PME-1 (human) inhibition. recombinant PME-1, FP-Rh probe fluorescence polarization. inhibition, % at 5.9 µM. actives 0.53% (n = 320,000);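 active = inhibition above the campaign mean of all compounds plus 3 SD, cut at about 26% in these data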;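 also: competitive labeling of PME-1 active site by serine hydrolase directed probe; 0% = PME-1 with DMSO and 100% = wells lacking PME-1 enzyme; inhibitors block probe labeling so polarization falls and inhibition rises; many of its hits are not listed in these tables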
LYPLA2 counter = counter-screen for PME1 inhibitors: inhibitors of human LYPLA2; recombinant LYPLA2, FP-Rh probe fluorescence polarization; inhibition, % at 5.9 µM; actives 0.38% (n = 320,000);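 active = inhibition above the screen-wide mean plus 3 SD, limit set per campaign, cut at about 26% in these data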;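 also: 0% = LYPLA2 with DMSO and 100% = wells lacking LYPLA2 enzyme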
Target sequence (O95372 whole entry, looked up): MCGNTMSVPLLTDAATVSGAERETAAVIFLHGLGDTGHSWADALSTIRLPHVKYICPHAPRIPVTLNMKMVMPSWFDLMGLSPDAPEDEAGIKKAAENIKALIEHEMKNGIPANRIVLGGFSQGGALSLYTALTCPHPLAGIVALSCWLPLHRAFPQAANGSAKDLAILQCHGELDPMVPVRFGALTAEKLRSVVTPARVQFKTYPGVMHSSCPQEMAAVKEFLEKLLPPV
Numbers without * were called inactive; nt = not tested or not shown. Some of the compounds tested (hit frequency here may not be typical).

SMILES	PAFAH1B3 FP inh	PAD4 inh	GSTO1 inh	pPAFAH inh	LYPLA1 counter	PAFAH1B2 FP inh	PAFAH2 FP inh	PME-1 primary	LYPLA2 counter
C/C(=N\Nc1ccc(C(=O)c2c(C)cc3ccccn23)cc1[N+](=O)[O-])c1ccc(O)cc1	5	-1	6	-2	-2	7	-10	-5	-3
CC(=O)Oc1cccc(N2C(=O)C3CC=CCC3C2=O)c1 (stereo not given)	-2	1	1	0	-2	-1	2	1	6
CC(NC(=O)c1ccc(F)cc1)c1nc2ccccc2n1Cc1ccccc1F (stereo not given)	3	-7	9	-8	-2	2	3	-2	5
Cn1nccc1C(=O)N1CCN(S(=O)(=O)c2ccc(Br)s2)CC1	13	-7	-6	2	2	11	9	1	3
Cc1cc(OCc2cc(C(=O)NCc3cc(C(C)C)no3)no2)cc(C)c1Cl	-6	-2	0	-4	-1	3	-2	-1	9
COc1ccc(C2=NS(=O)(=O)N(C)C(C(=O)NCc3ccccn3)=C2)cc1	10	4	3	0	1	5	-1	-4	2
C#CCOCCOCCOCCNc1nc(N2CCN(C(=O)CCCCCCCCCCNC(=O)[C@H](CCCCN)n3cc(CCCC(=O)O)nn3)CC2)nc(N2CCN(C(=O)CCCCCCCCCCNC(=O)[C@H](CCCN=C(N)N)n3cc(C[C@@H](C)CC)nn3)CC2)n1	8	5	-10	-1	-8	1	-6	-5	-10
CC(C)(C)NC(=O)CN1CCN(C(=O)CCl)CC1	7	-2	82*	-4	0	1	-2	0	0
CCN(CC)S(=O)(=O)c1ccc(N2CCCC2)c(NS(=O)(=O)c2ccc(OC)cc2)c1	-1	-6	-1	8	-3	1	-4	26	6
O=C(COC(=O)Cc1n[nH]c(=O)c2ccccc12)Nc1ccc(Cl)cn1	5	2	nt	4	-4	-4	5	0	3
Cc1c(C(=O)Nc2ccc(Cc3ccncc3)cc2)cccc1[N+](=O)[O-]	1	4	3	0	-3	8	-2	-4	-1
c1cncc(N=c2scc(-c3cccc4ccccc34)n2CCCn2ccnc2)c1	-4	-5	2	9	6	-3	9	14	4
C=CCS(=O)(=O)N1CCCC(N2CCN(c3ccccc3OC)CC2)C1 (stereo not given)	16	2	-1	4	-4	3	1	-2	-4
CCN1C(=O)c2cccc3c(N)ccc1c23	9	-5	8	12	-4	-5	3	5	-1
Cc1ccc(OCCNC(=O)c2ccco2)cc1C	6	1	5	7	4	-1	-1	-1	2

Next section, overlapping the part above by 2 compounds.
SMILES	PAFAH1B3 FP inh	PAD4 inh	GSTO1 inh	pPAFAH inh	LYPLA1 counter	PAFAH1B2 FP inh	PAFAH2 FP inh	PME-1 primary	LYPLA2 counter
CCN1C(=O)c2cccc3c(N)ccc1c23	9	-5	8	12	-4	-5	3	5	-1
Cc1ccc(OCCNC(=O)c2ccco2)cc1C	6	1	5	7	4	-1	-1	-1	2
N#CCCN(C(=O)COC(=O)CCc1c[nH]c2ccccc12)c1ccccc1	1	0	-2	-2	5	2	-3	2	5
CCOC(=O)c1ccc(N2C(=O)C3C(C2=O)C(C(=O)c2ccc(Cl)cc2)N2CCCC32)cc1 (stereo not given)	-12	-12	0	8	-6	-4	-1	-16	-13
CC(=O)Nc1cccc(OCCCNC(=O)c2cccc3ccccc23)c1	nt	1	-1	0	4	nt	nt	-1	6
O=C(NC1CCCC1)c1cccc(Oc2ccccc2)c1	9	9	3	1	0	1	2	4	9
COc1ccc(C(=O)OCC(=O)NC2CCCC2)c(OC)c1OC	4	0	4	12	4	1	89*	-1	6
CC(OC(=O)c1cccc(Cl)c1)C(=O)NC1CCCCC1C (stereo not given)	10	3	1	-5	3	12	1	1	7
CCCC(=O)NC(Nc1ccccc1F)C(Cl)(Cl)Cl (stereo not given)	nt	-3	2	3	2	nt	nt	2	0
COc1ccc(-c2cc(=O)oc3cc(OCC(C)=O)ccc23)cc1	3	1	-1	-1	0	4	6	3	3
CCn1cc(C(=O)O)c(=O)c2cc(F)c(N3CCN(C)CC3)cc21	5	1	-2	-3	-4	2	5	-9	-4
Nc1cc(Cl)nc(N/N=C/c2ccccc2[N+](=O)[O-])n1	9	0	3	2	4	-2	7	2	2
O=C1COc2ccc(S(=O)(=O)N3CCC(C(=O)NCc4ccccc4)CC3)cc2N1	4	-5	-2	9	0	3	1	5	1
COc1ccc(C(=S)N2CCN(c3ccccc3C)CC2)cc1	4	-2	4	5	-2	10	1	3	1
CCOc1ccc(N(C(=O)c2snc(C(N)=O)c2N)C(C(=O)NC2CCCC2)C(C)C)cc1 (stereo not given)	3	-2	3	1	1	-1	-1	1	3
O=C(NCCN1CCOCC1)c1csc2c1CCCCC2	-1	-6	3	4	0	2	-3	0	10
O=C(CCCNS(=O)(=O)c1ccc(Cl)c(Cl)c1)NCCc1ccccn1	1	-1	-11	9	-1	1	0	6	-2
NNC(=O)[C@@H]1C[C@@H]1c1ccccc1	6	1	-2	5	-2	6	3	-23	7
COc1ccc(S(=O)(=O)N2CCN(C)CC2)cc1C(=O)N1CCCCC1	8	-5	2	0	-3	8	-3	-8	2
CC(n1cnnn1)C12CC3CC(CC(C3)C1)C2 (stereo not given)	10	0	-1	1	-2	19	9	-4	-2
Nc1nnc(SCCOc2cccc(Br)c2)s1	1	0	21	6	0	1	-1	0	14
CC(C)NC(=O)NC(=O)CN1C(=O)NC2(CCc3ccccc3C2)C1=O (stereo not given)	-2	-1	6	4	7	0	4	0	1
O=C1NC(=O)C(=O)N1	4	-4	3	-2	-3	4	2	-3	-4
Cc1ccc(CN(C)C(=O)c2ccccc2NC(=O)c2ccccc2)o1	8	0	nt	0	1	1	3	-1	0
CC(=O)N1CCc2cc(S(=O)(=O)NC(C(=O)Nc3ccc4c(c3)OCCO4)C(C)C)ccc21 (stereo not given)	-6	-4	0	-2	2	2	0	-2	7
OC(CNCCc1ccc(C(F)(F)F)cc1)COC(c1ccccc1)c1ccccc1 (stereo not given)	8	2	3	-6	3	5	-1	-1	9
CC(NC(=O)C(=O)N/N=C/c1ccccc1)c1ccccc1 (stereo not given)	0	-3	11	6	0	4	5	0	0
CCOC(=O)c1ccc(-n2c(N)c(C(=O)NCC3CCCO3)sc2=S)cc1 (stereo not given)	-1	-6	0	0	-2	1	5	-2	12
O=C(OCc1ccccc1)/C(=C/c1ccccc1Cl)NC(=O)c1ccco1	-4	6	-4	8	-2	2	-7	-8	-4
CCN1CCN(c2ccc(Cl)cc2NC(=O)c2ccco2)CC1	6	2	nt	0	2	5	-4	3	3
COc1ccc(OCc2nnc(SCC(=O)Nc3cccc(Cl)c3)o2)cc1	-3	1	3	1	1	1	10	1	4
Cc1ccc(NC(=O)COC(=O)C2=NNC(=O)CC2)c(Br)c1	-1	-2	nt	-3	nt	1	3	nt	nt
CCNc1nc(C#N)nc2c1ncn2-c1cc(F)cc(F)c1	-2	0	nt	-7	-5	-9	-11	-21	-4
COc1cc(C2NC(=S)NC3=C2C(=O)CCC3)ccc1O (stereo not given)	1	-3	6	7	-4	2	-8	2	-5
Cn1cc(CN2CCC(N3CCNC(=O)CC3)CC2)c(-c2ccccc2F)n1	7	3	-7	-2	1	-2	-5	2	-1
O=C(Oc1ccc(-n2cnnn2)cc1)c1ccco1	2	-3	12	-2	-4	6	-2	-4	-2
CCOc1ccc(CNC(=O)CCc2cn(Cc3ccccc3)c3ccccc23)cc1	-2	-5	7	8	3	6	4	-1	-1
Cc1cc(Br)ccc1NC(=O)C1CCN(C(=O)c2ccco2)CC1	7	3	2	5	4	0	9	-1	6
COc1cccc(C(=O)OCC(=O)c2ccc(Br)s2)c1	-5	-3	19	14	2	-7	46*	2	17
Cc1cccc(C(=O)OCc2cnc(Cl)s2)c1	-1	-4	4	5	0	0	-6	-3	5
CC(=O)Oc1ccc(/C=N/NC(=S)Nc2ccccc2)cc1	4	1	5	7	-2	4	11	2	7
COC(=O)c1[nH]c2ccccc2c1NC(=O)C(C)N1CCN(C(=O)c2ccco2)CC1 (stereo not given)	7	0	1	-2	2	3	3	-2	5
CCN(CCCNC(=O)Cn1ncc2c([nH]c3ccc(C)cc32)c1=O)c1ccccc1	4	3	4	-5	-4	-2	-3	5	-4
CC/C(=N/NC(=O)CCC(=O)Nc1ccccc1OC)c1ccccc1	1	3	-2	3	2	4	7	-2	6
O=C(NNC(=O)c1ccc(Br)s1)c1ccc(F)c(S(=O)(=O)N2CCOCC2)c1	4	0	nt	-4	-3	1	3	-10	-1
Cc1cc(N=CC2=C(O)CC(C)(C)CC2=O)no1	5	-9	-8	6	1	5	6	5	-2
C=CCn1c(COc2cccc3ccc(C)nc23)nnc1SCC(N)=O	6	-4	6	1	1	0	3	2	0
CCC(C)[C@H](NC(=O)NCc1ccccc1Cl)C(=O)OC (stereo not given in full)	2	5	-1	0	3	-3	1	-1	7
COc1cccc(CNc2ccc(F)c(Cl)c2)c1	12	-7	-4	2	4	3	-1	-3	9
O=C(NC(C(=O)c1ccccc1)N1CCCCCC1)c1ccco1 (stereo not given)	-1	-1	-1	4	0	-1	3	9	-1
CCCCN(C(=O)c1c(C)[nH]c(C(=O)OCC)c1C)c1ccccc1	-3	-6	3	2	4	28*	9	7	5
O=C(CN1C(=O)COc2ccc(S(=O)(=O)N3CCOCC3)cc21)NCc1ccco1	-2	-2	8	9	-1	6	3	0	-1
Cc1cccc(-n2c(SCC(=O)NCc3ccco3)nc3ccccc3c2=O)c1	6	-4	-6	6	-2	-2	-1	-3	1
O=C(CNC(=O)c1ccco1)N/N=C/c1ccc(O)cc1O	12	-2	7	0	-2	0	-1	-8	6
COc1ccc(C(CC(=O)NC(C)(C)C)n2cccc2)cc1 (stereo not given)	2	-3	0	9	1	6	-4	-6	3
COc1ccccc1N1CCN(C(=O)C2CC(=O)N(c3ccccc3)C2)CC1 (stereo not given)	7	-1	3	3	1	6	0	0	2
CCCCOP(=O)(c1ccc(N(C)C)cc1)C(O)c1ccc(OC)c(OC)c1 (stereo not given)	0	-1	4	5	-1	-2	-5	4	-1
O=C(Cn1c(=O)oc2ccccc21)N1CCOCC1	0	-3	-2	-5	0	-4	-3	-8	1
O=C(COC(=O)c1ccccn1)Nc1cccc2ccccc12	6	-9	-3	4	1	4	2	7	8
O=C(CNC(=O)c1ccccc1)NCC(=O)OCC(=O)c1ccccc1	12	-2	3	-4	-2	2	-7	-1	-1
Cn1c(=O)c2cc(S(=O)(=O)Nc3cc(C(=O)O)cc(C(=O)O)c3)ccc2n(C)c1=O	4	0	-2	-6	0	2	-14	0	-3
C=CCSc1nnc(NC(=O)CSCc2c(C)noc2C)s1	13	-5	nt	1	nt	7	-3	nt	nt

(next part)
SMILES	PAFAH1B3 FP inh	PAD4 inh	GSTO1 inh	pPAFAH inh	LYPLA1 counter	PAFAH1B2 FP inh	PAFAH2 FP inh	PME-1 primary	LYPLA2 counter
O=C(c1ccccc1)c1cnc(-c2ccccc2)s1	6	-3	1	6	1	6	0	2	-1
COc1ccc(N2C(=O)c3ccccc3NC2(C)C)cc1	-1	0	11	0	2	-2	-1	3	3
N#CC1(NC(=O)COc2cccnc2[N+](=O)[O-])CCCCC1	4	-5	nt	-1	-1	-1	-1	7	1
CCN(CC(=O)Nc1ccc(OC)c(OC)c1)S(=O)(=O)c1ccc(C)cc1	4	-4	5	2	3	1	-2	0	6
CNC(=S)Nc1ccc2nc(C)c(C)nc2c1	4	-1	2	3	-2	5	-3	-1	4
O=C(CN1CCN(c2ccccn2)CC1)NC(=O)NC1CCCCC1	-1	4	4	-6	1	1	4	-2	-6
